HCV core dimer: blocks dimerization of HCV core protein; TR-FRET GST/Flag-core106 dimerization, 1536-well; actives 0.33% (n = 300,000); inhibition, % at 5 µM; AID 1899;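 active = inhibition above the mean of all tested compounds plus 3 SD, set per screening campaign, cut at about 45% in these data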
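Assay system: tagged HCV core106 pair (GST and Flag); medium: KF-containing HEPES buffer, pH 7.45, DTT, CHAPS, BSA; also added: Eu donor and XL665 acceptor anti-tag antibodies; dosing: 5 µM single dose; timing: compound-protein-antibody incubation 4 h at 22.5 °C; signal: TR-FRET 671 and 617 nm emission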
EBNA-1 inhibitor: blocks EBNA-1 binding to DNA. EBNA-1 DNA binding, fluorescence polarization. inhibition, % at 14.8 µM. actives 0.34% (n = 300,000). AID 1950; in the data active = inhibition above about 28%
Fh CTSL1 inh: cathepsin L1 inhibition, PFM18AAP counter-screen; inhibition, % at 5.96 µM; recombinant F. hepatica cathepsin L1, Z-Leu-Arg-MCA fluorescence; actives 0.49% (n = 300,000);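 active = inhibition above the mean of all tested compounds plus 3 SD, set per screening campaign, cut at about 17% in these data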;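 also: 0% = plate median of test compound wells and 100% = 1 µM Z-Phe-Ala-diazomethylketone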
PP1 counter: counter-screen for PP5 inhibitors: inhibitors of human PP1-alpha; actives 0.9% (n = 320,000); purified PP1alpha, OMFP fluorescence; P62136; inhibition, % at 6.7 µM;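 active = inhibition above the mean inhibition of all tested compounds plus 3 SD, computed separately for each screening campaign, cut at about 15% in these data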
Efflux pump inh: blocks antifungal efflux pumps in multiplex yeast assay | inhibition, % at 10 µM | S. cerevisiae Candida pump triplex, Nile Red efflux | actives 0.44% (n = 330,000) | AID 485275;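 active = plate passing quality check with inhibition over a set limit, or well fluorescence over plate mean plus 4 SD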;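 also: Nile Red retained in pooled yeast measured as flow cytometry median fluorescence; 0% = buffer negative control and 100% = Enniatin B positive control; higher means more Nile Red kept so more efflux inhibition; some compounds called inactive have numbers as strong as hits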
TPT1 inh: C. albicans TPT1 enzyme inhibition | recombinant caTPT1, FP RNA substrate dephosphorylation | inhibition, % at 5 µM | actives 0.81% (n = 300,000) | AID 1962;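 active = inhibition above the mean of all tested compounds plus 3 SD, set per screening campaign, cut at about 24% in these data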;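 also: plate controls were DMSO alone for no effect and ferristatin control at 100 nM for full effect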
PREPL inhibitor: inhibits the human prolyl oligopeptidase-like enzyme. inhibition, % at 5.96 µM. actives 0.68% (n = 320,000). recombinant PREPL, fluorescence polarization activity-based probe; in the data active = inhibition above about 43%;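 also: 0% = enzyme with DMSO and 100% = wells lacking enzyme; many of its hits are not listed in these tables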
Target sequence (Q4J6C6 whole entry, looked up): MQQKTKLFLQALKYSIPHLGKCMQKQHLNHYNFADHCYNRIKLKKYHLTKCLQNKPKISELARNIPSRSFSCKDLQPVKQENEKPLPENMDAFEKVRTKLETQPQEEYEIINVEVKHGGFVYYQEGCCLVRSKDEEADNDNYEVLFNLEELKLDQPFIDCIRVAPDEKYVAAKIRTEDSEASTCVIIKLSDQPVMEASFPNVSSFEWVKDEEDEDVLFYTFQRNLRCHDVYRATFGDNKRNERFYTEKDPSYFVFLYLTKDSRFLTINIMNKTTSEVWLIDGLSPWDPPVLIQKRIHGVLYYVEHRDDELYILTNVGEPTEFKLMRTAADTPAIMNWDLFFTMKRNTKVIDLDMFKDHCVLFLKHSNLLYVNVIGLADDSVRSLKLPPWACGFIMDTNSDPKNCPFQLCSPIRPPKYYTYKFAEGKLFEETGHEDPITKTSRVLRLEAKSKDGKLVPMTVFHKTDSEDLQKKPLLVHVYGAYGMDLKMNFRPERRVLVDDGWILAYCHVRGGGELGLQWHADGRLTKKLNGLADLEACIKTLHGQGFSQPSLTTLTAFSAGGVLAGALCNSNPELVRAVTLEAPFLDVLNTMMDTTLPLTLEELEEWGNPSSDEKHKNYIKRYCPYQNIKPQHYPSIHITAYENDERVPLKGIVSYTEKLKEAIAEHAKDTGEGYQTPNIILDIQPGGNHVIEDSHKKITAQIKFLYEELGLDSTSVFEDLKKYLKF
ZTA DNA inh: counter-screen for EBNA-1 inhibitors: inhibitors of Epstein-Barr virus ZTA | P03206 | ZTA-DNA binding, fluorescence polarization | inhibition, % at 11 µM | actives 0.15% (n = 320,000) | AID 2234; in the data active = inhibition above about 33%
Target sequence (P03206 whole entry, looked up): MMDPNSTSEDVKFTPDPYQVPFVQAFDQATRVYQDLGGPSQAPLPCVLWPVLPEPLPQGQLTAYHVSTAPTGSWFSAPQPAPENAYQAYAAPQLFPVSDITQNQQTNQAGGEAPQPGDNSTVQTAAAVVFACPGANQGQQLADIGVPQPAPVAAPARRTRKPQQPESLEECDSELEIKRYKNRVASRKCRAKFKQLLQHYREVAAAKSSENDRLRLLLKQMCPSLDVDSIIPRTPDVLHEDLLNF
PP5 inh: PP5 (human) phosphatase inhibition | AID 1987 | inhibition, % at 6.7 µM | purified PP5c, OMFP substrate fluorescence | actives 0.18% (n = 320,000) | P53041;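 active = inhibition above the campaign's mean inhibition across all tested compounds plus 3 SD, cut at about 9.5% in these data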;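 also: 0% = DMSO only and 100% = 100 µM cantharidin control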
* hit, by the source's call; nt = not tested or not shown.

Values run as follows: EBNA-1 inhibitor | PP5 inh | TPT1 inh | PP1 counter | ZTA DNA inh | HCV core dimer | Efflux pump inh | Fh CTSL1 inh | PREPL inhibitor
Nc1nnc(CCS(=O)(=O)c2ccc(Br)cc2)s1
  11.3 | -2.2 | -4.2 | 0.3 | -20.0 | -1.5 | -0.1 | 4.7 | 16.8
Cn1c(=S)[nH]c(=O)c2ncc(=O)[nH]c21
  5.2 | 1.4 | -2.6 | 0.0 | -14.6 | -11.6 | -0.1 | 3.9 | 18.2
Cc1c(C(=O)NNC(=S)Nc2ccc(S(N)(=O)=O)cc2)oc2ccccc12
  0.4 | 2.1 | 0.9 | -0.2 | -1.8 | -21.1 | -0.2 | 8.4 | 17.6
Cc1sc2ncn(CC(=O)NCC(=O)N(C)C3CCCCC3)c(=O)c2c1C
  6.4 | -0.8 | 3.0 | 1.5 | -9.2 | -0.3 | -0.1 | -2.0 | 0.1
O=C(NCc1csc(-c2cccs2)n1)C1CC1
  -7.9 | 1.4 | -1.6 | -3.5 | 0.6 | -1.2 | 0.0 | 6.5 | 8.3
CCOc1ccc(N2Cc3ccccc3C2)cc1
  -3.3 | 1.6 | 8.0 | 7.4 | 14.8 | 43.6 | 0.2 | 5.5 | 13.7
N#Cc1nc(COc2ccccc2F)oc1NCCc1ccccc1
  2.4 | 4.1 | -5.6 | 2.5 | -8.4 | -0.1 | 0.0 | 2.1 | -26.9
N#Cc1ccc2c(c1)nc1ccccn12
  -6.5 | -0.6 | -0.2 | -2.0 | 4.2 | -2.2 | 0.0 | -2.2 | -1.8
CCNc1ccc(C(=O)OCC(=O)N2c3ccccc3NC(=O)C2(C)C)cc1[N+](=O)[O-]
  2.0 | 2.4 | 4.2 | -0.1 | -21.8 | 4.4 | -0.1 | -0.3 | 0.7
COc1ccc(/C=N/OC(=O)Nc2ccccc2OC)cc1
  0.9 | -4.0 | 4.0 | -3.8 | -0.8 | 1.0 | -0.1 | -0.6 | -13.2
Cc1nc(NCCO)c(C#N)c2c1COC(C)(C)C2
  -3.8 | 4.2 | -2.9 | -1.2 | -18.8 | -3.8 | 0.1 | -2.2 | -6.5
COc1ccc(S(=O)(=O)N2CCCC2CNC(=O)C(=O)NC2CCCCCC2)cc1 (centres undefined)
  4.8 | -2.2 | 2.8 | -1.4 | -4.7 | 2.6 | 0.1 | -1.7 | -2.7
COc1cccc(/C=N/NC(=O)c2c(C)nc3ccc(Cl)cn23)c1O
  -9.2 | 3.9 | 13.4 | 6.0 | -10.5 | 3.0 | 0.0 | -0.1 | 5.2
CCCCCCCCCCCCN1C(=O)CSC1c1cccnc1 (centres undefined)
  3.6 | -0.3 | -4.3 | -3.0 | 14.5 | 4.0 | 0.0 | 2.4 | 6.4
CCOc1ccc(N2C(=O)C(Cl)=C(N3CCOCC3)C2=O)cc1
  -11.3 | 1.2 | -3.6 | -6.7 | -11.4 | 4.8 | -0.2 | 11.7 | 1.7
COc1ccc(-c2nn(Cc3ccccc3)cc2C(=O)N2CCN(c3ncccn3)CC2)cc1
  nt | 3.1 | nt | -2.7 | 3.3 | nt | 0.2 | nt | 27.4
COc1ccc(C2Nc3ccccc3C(=O)N2c2ccccc2)cc1Cn1cc([N+](=O)[O-])cn1 (centres undefined)
  0.4 | 2.6 | -1.5 | 0.8 | -21.8 | 5.9 | 0.2 | 3.3 | 2.6
O=S1(=O)NC[C@]23C[C@H](c4ccc(F)cc4)[C@@H](C[C@@H]21)O3
  3.4 | 0.3 | -4.3 | -3.0 | 9.1 | 5.2 | -0.1 | 2.4 | -18.1
O=C(CNC(=O)c1nc[nH]c1C(=O)NCC(=O)OCc1ccccc1)OCc1ccccc1
  4.4 | 1.3 | 0.6 | 4.1 | -0.2 | 13.6 | -0.1 | 1.9 | -3.7
CCOc1ccc(NC2=C(OC)C(=O)c3ccccc3C2=O)cc1
  -1.0 | 5.8 | 1.8 | 2.9 | 3.9 | -44.2 | 0.6 | -3.5 | 19.4

Further structures follow:
Values run as follows: EBNA-1 inhibitor | PP5 inh | TPT1 inh | PP1 counter | ZTA DNA inh | HCV core dimer | Efflux pump inh | Fh CTSL1 inh | PREPL inhibitor
O=C(Nc1cc(S(=O)(=O)N2CCOCC2)ccc1Cl)C1CCC1
  3.5 | 2.5 | -1.0 | -9.0 | -8.5 | 0.9 | 0.2 | -4.6 | 1.7
COc1cc(/C=C(\C#N)C(=O)Nc2cc(C(F)(F)F)ccc2Cl)ccc1OCC(=O)Nc1cccc(C(F)(F)F)c1
  4.9 | 1.3 | 11.9 | -1.4 | 12.4 | 3.1 | -0.2 | -2.5 | -3.2
COc1ccc(NC(=O)COc2ccc(N(C)S(=O)(=O)c3ccc(C)cc3)cc2)cc1
  10.1 | 3.0 | -3.1 | 3.3 | 7.0 | -1.7 | -7.3 | 1.8 | 6.7
COc1cccc(CN2CCNC(=O)C2CC(=O)NC2CCCC2)c1OC (centres undefined)
  8.8 | 0.5 | -5.6 | 0.7 | -17.2 | -19.4 | 0.0 | 2.1 | 4.3
Cc1cc2cc(CNC(=O)Nc3ccccc3)ccc2n1C
  2.9 | -0.4 | -9.9 | 5.6 | 4.5 | 14.2 | -0.1 | 4.0 | 11.1
COc1cc(OC)cc(C(=O)NCC2CCCN(C(=O)c3oc(C)cc3C)C2)c1 (centres undefined)
  -2.6 | 2.8 | -0.2 | -2.4 | 0.8 | 9.5 | -0.2 | -1.0 | 3.9
O=C(Nc1ccccc1)C1=C[C@@H](c2ccccc2)C[C@@H](OCc2ccc(CO)cc2)O1
  5.1 | 3.6 | -1.0 | -0.9 | 9.2 | 13.9 | -0.1 | 2.0 | 6.4
CCC1(CC)NC(=O)NC1=O
  -11.7 | 0.4 | 0.9 | -5.0 | -1.0 | -0.3 | 0.1 | -0.7 | -4.1
O=C(CCNC(=O)c1ccc(Cl)cc1)Nc1ccc(F)cc1F
  13.7 | 0.7 | -4.9 | 1.1 | 2.5 | -10.6 | -0.1 | 3.4 | -10.2
C=C[C@]1(C)C[C@H]1[C@H](NP(=O)(c1ccccc1)c1ccccc1)c1ccccc1
  7.2 | -1.0 | -1.4 | -2.7 | -2.6 | 9.1 | -0.1 | 9.7 | -8.1
O=C(CCn1c(=O)oc2ccccc21)N(Cc1ccccc1)c1ccccn1
  1.7 | 3.2 | 1.0 | -4.3 | 9.0 | 0.2 | -0.1 | 1.8 | -2.7
CC(C)(C)NC(=O)COc1ccc(-c2ccccc2)cc1
  -10.4 | 3.9 | 2.3 | 5.8 | 8.8 | 0.7 | 0.0 | -1.3 | 2.3
CC(C)n1c(SCC(=O)Nc2ccc3c(c2)OCO3)nc2c1c(=O)n(C)c(=O)n2C
  5.7 | -1.9 | -0.2 | 0.3 | -9.8 | -7.5 | 0.0 | -0.3 | 18.4
CCC1(CC)NC(=O)N(CC(=O)NC(=O)NCc2ccccc2)C1=O
  -2.5 | -0.2 | -2.8 | 0.5 | -6.7 | -1.6 | 0.0 | -1.1 | -0.4
O=C(NNS(=O)(=O)c1cccc(Cl)c1)c1cc(-c2ccc(F)cc2)nc2ccccc12
  -6.9 | 0.4 | 0.5 | -0.5 | 13.6 | 9.1 | 0.1 | 1.6 | -18.7
O=C(COC(=O)c1cc(S(=O)(=O)N2CCOCC2)ccc1F)NCc1ccco1
  8.0 | -0.7 | -2.9 | 0.9 | -9.8 | -6.0 | -1.1 | -1.8 | 2.7
O=C(COc1ccc(Cl)cc1)NCc1nnc(SCC(=O)NCCc2ccccc2)o1
  -0.8 | 0.8 | 2.3 | -11.2 | -1.8 | 1.9 | 0.2 | -0.2 | 15.6
CCCCCOC(=O)c1cc(=O)[nH]c2ccccc12
  -3.4 | 1.6 | -4.1 | -0.2 | 4.9 | -2.3 | 0.1 | -1.9 | -12.8
CC/C(=C\c1oc2cc3ccccc3cc2[n+]1CC)Nc1ccccc1
  -2.4 | -1.1 | 6.2 | -6.0 | -1.8 | -0.2 | 0.0 | 0.6 | 15.0
Cc1c(C)c2ccc(OCC(=O)Nc3ccccn3)cc2oc1=O
  3.0 | -1.5 | -1.1 | -2.2 | 19.6 | 10.4 | 0.0 | -1.1 | 4.7

Additional records:
Values run as follows: EBNA-1 inhibitor | PP5 inh | TPT1 inh | PP1 counter | ZTA DNA inh | HCV core dimer | Efflux pump inh | Fh CTSL1 inh | PREPL inhibitor
O=C(N[C@@H]1CCC(=O)N(CC[C@H](Oc2ccccc2)c2ccccc2)CC1)OCc1ccccc1
  9.3 | 0.2 | 0.4 | 1.3 | -0.7 | 15.0 | -0.1 | -1.0 | 13.4
Cc1ccc(C(=O)NC(=S)NNC(=O)COc2ccccc2C)cc1
  3.4 | 0.8 | -1.9 | -1.9 | -8.8 | -1.5 | 0.1 | -4.0 | -10.8
Nc1cccc2c1C(=O)N(CCOc1ccc(F)cc1)C2=O
  10.9 | 2.4 | -5.3 | -1.0 | 10.6 | 0.2 | -0.1 | 3.3 | -5.8
COc1cc2c(-c3ccc(O)cc3)nc3c(c(C)nn3-c3ccccc3)c2cc1OC
  10.7 | 1.9 | -0.6 | -5.8 | 4.8 | 16.8 | -0.2 | 0.4 | -8.5
O=C(CCC(=O)N(CC(=O)NC1CCCC1)Cc1cccs1)Nc1nccs1
  9.8 | -2.7 | -4.8 | -1.6 | -4.2 | -3.0 | -0.2 | 2.2 | 6.4
O=[N+]([O-])c1ncn(Cc2ccccc2Cl)n1
  0.1 | -0.2 | 3.1 | -1.8 | 0.9 | -0.4 | -0.1 | 0.6 | 21.2
CN(CC1COc2ccccc2O1)C(=O)c1cccc(S(=O)(=O)N2CCCC2)c1 (centres undefined)
  nt | 1.1 | nt | -2.5 | 9.2 | nt | -0.1 | nt | 6.5
O=C(NCc1ccco1)C(=O)NCC1OCCN1S(=O)(=O)c1ccc(Cl)cc1 (centres undefined)
  6.6 | 0.0 | -0.2 | -4.3 | 6.8 | 2.3 | 0.1 | 1.0 | 2.9
O=C1N[C@H](C(=O)O)CS1
  9.1 | -0.2 | 0.1 | 3.1 | 11.0 | -6.5 | -0.1 | -3.8 | 7.9
CC(=O)NC1(C(F)(F)F)NC(=O)N(CC(C)C)C1=O (centres undefined)
  3.5 | -0.5 | -4.6 | 1.4 | 5.1 | -4.8 | 0.1 | 1.9 | -5.6
COc1cc(NC(=O)c2sc3nc(C)nc(N4CCOCC4)c3c2C)cc(OC)c1OC
  -5.2 | 3.7 | 1.7 | -0.1 | -1.4 | 2.6 | 0.0 | -2.7 | 13.3
Cc1cc(SCC(=O)Nc2ccccc2)nc(C)n1
  -2.6 | 0.2 | -5.8 | 0.1 | -1.4 | -8.9 | 0.1 | -2.4 | -3.3
Cc1ccc(-c2nc(NC(=O)CSc3ccc4ccccc4n3)ns2)cc1
  -8.0 | 1.7 | 3.1 | -5.7 | 3.4 | 3.7 | 0.2 | 2.4 | -39.6
N/C(=N\OC(=O)c1cccc(Br)c1)c1ccc(Br)cc1
  0.8 | 0.6 | -3.1 | 0.1 | 10.2 | 2.8 | -0.1 | 3.8 | -11.7

Quoted from the listing:
`Cc1sc2ncn(CC(=O)NCC(=O)N(C)C3CCCCC3)c(=O)c2c1C` in Fh CTSL1 inh = -2.0
`CCC1(CC)NC(=O)NC1=O` in EBNA-1 inhibitor = -11.7
`COc1ccc(/C=N/OC(=O)Nc2ccccc2OC)cc1` in ZTA DNA inh = -0.8

This is a subset. The share of hits here may be higher or lower than overall.
